Mdm2 ligase inh: MDM2-luciferase reporter signal enhancers, primary screen, MDM2 E3 ligase inhibitor project, cell-based, luminescence, 1536-well; signal enhancement, % at 5 µM; E3 ubiquitin-protein ligase Mdm2 (Homo sapiens), Q00987; AID 1230, 2008; cell-based MDM2 ubiquitination luciferase reporter, 2 h; 0 = plate control, 100 = twice control, blank-subtracted; actives 0.11% (n = 210,000);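 active means signal enhancement of 30% or more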;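 further: luminescence tracks abundance of the self-degrading MDM2-luciferase fusion protein; higher signal means inhibition of MDM2 E3 ligase activity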
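Buffer or medium: Cells held in DMEM | Assay system: Stable mammalian line carrying autodegrading MDM2–luciferase fusion reporter | Quantity: 2000 cells/well | Times: 4 h settle plus 2 h compound, 37 °C | Doses: One concentration, 5 µM, with 0.2% DMSO | Technique: Luminescence with SteadyLite reagent, 15 min at room temperature | Benchmarks: Plate controls and plate blanks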
PPC-1+TRAIL kill: compounds killing PPC-1 cancer cells with TRAIL present, primary screen, TRAIL potentiator project, ATPLite luminescence, uHTS. PPC-1 cells + TRAIL, ATPLite viability luminescence. cell killing (% activity), % at 4 µM. actives 0.41% (n = 220,000). AID 1443, 2008;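 active means cell killing above 50% in the first pass at 4 µM, then a duplicate retest at 5 µM averaging 50% or more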;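 further: plate controls were cells with TRAIL plus DMSO for no effect and medium-only wells lacking cells for full effect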
p47phox inh: p47phox/p22phox peptide binding inhibitors, primary screen, biochemical, uHTS, NADPH oxidase regulatory subunit | Neutrophil cytosol factor 1 (Homo sapiens), P14598 | fluorescence polarization, 2 h | inhibition, % at 24.7 µM | actives 0.53% (n = 220,000) | AID 1274, 2008;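 active means inhibition above about 30%, limit read from the data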;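 further: 0% = p47phox with labelled peptide and 100% = labelled peptide alone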
EBV gp42 inh: Epstein-Barr virus gp42 inhibitors, primary screen, biochemical, uHTS, fluorescence polarization; AID 1085, 2008; inhibition, % (tested at 21.74 µM); Glycoprotein 42 (Epstein-Barr virus (strain AG876)), Q1HVG2; Fluorescence polarization binding assay, mP read-out; actives 0.42% (n = 220,000); in the data active means inhibition above about 50%
Target sequence (Q1HVG2 whole entry, looked up): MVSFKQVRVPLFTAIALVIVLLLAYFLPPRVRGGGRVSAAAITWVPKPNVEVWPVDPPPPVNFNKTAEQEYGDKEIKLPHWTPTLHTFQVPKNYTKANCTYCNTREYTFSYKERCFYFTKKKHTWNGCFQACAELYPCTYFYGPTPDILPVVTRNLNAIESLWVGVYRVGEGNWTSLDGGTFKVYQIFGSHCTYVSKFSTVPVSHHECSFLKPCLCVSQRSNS
CHOP inhibitor: inhibitors of CHOP promoter induction, primary screen, cell-based, unfolded protein response, luciferase reporter. CHO-K1 CHOP-promoter luciferase, tunicamycin-induced, 15-18 h. inhibition, % at 10 µM. actives 3.8% (n = 220,000). AID 2732, 2010;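 active means compounds that reduced the stress-induced luciferase reporter signal by more than about 70% of percent inhibition, limit read from the data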;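 further: 0% = tunicamycin plus vehicle and 100% = wells without tunicamycin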
TNF death inh: inhibitors of TNF-alpha triggered necroptosis, primary screen, cell-based, Jurkat FADD-/-, single concentration; Jurkat FADD-/- TNF necroptosis rescue, ATP luminescence, 24 h; 0 = TNF only, 100 = no-TNF cells; activation (protection from cell death), % at 10 µM; actives 0.068% (n = 220,000); AID 463075, 2010;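 active means activation, meaning protection from cell death, of at least 50% relative to plate controls; inactive means activation below 50%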;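 further: necroptosis triggered by 40 ng/mL TNF-alpha added together with compound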
TRPML3 agonist: human TRPML3 channel agonists, primary screen, cell-based, HEK293 TRPML3-YFP, Fluo-8 calcium fluorescence, 3 µM. activation, % at 3 µM. 100% = the carbachol control signal. actives 0.29% (n = 220,000);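 active means activation above its plate's cutoff, the mean activation of the plate's test wells plus 3 SD, cut at about 12% in these data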;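 further: 0% = DMSO only wells and 100% = carbachol wells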
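Material: TRPML3-YFP stable HEK293 cells | Dosing: One concentration, 3 µM nominal, 0.3% DMSO | Timing: 125 s total fluorescence read per well | Technique: Fluo-8 calcium dye fluorescence, ex 470-495, em 515-575 nm | Measure: Percent activation from peak-to-basal fluorescence ratio, scaled between DMSO and carbachol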
TRPN1 ag: zebrafish TRPN1 channel agonists, primary screen, cell-based, HEK293, calcium fluorescence; actives 0.18% (n = 220,000); transient receptor potential cation channel N1 (TRPN1/NompC), Danio rerio; HEK293 zebrafish TRPN1-YFP, Fluo-8 calcium fluorescence; 100% = response to 87 µM carbachol; activation, % at 3 µM; AID 1424, 2008;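 active means activation above its plate's cutoff, the mean activation of test wells on that plate plus 3 SD, cut at about 19% in these data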;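 further: 0% = DMSO alone and 100% = 87 µM carbachol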
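Material: zebrafish TRPN1-YFP in HEK293 cells. Doses: one dose of 3 µM, 0.3% DMSO. Incubation: dye 1 h 37 °C plus 30 min RT. Measured by: intracellular calcium fluorescence with Fluo-8.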
Runt-SMMHC FRET: inhibitors of RUNX1 Runt–CBFb-SMMHC binding, primary screen, biochemical, FRET, Cerulean-Runt, Venus-CBFb-SMMHC, uHTS; Runt-related transcription factor 1 (Homo sapiens) + Core-binding factor subunit beta …; Cerulean-Runt/Venus-CBFb-SMMHC FRET ratio 530/480, 1 h; inhibition, % at 20 µM; actives 0.74% (n = 220,000);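 active means mean inhibition across duplicate retests at 20 µM reaching about 50%, limit read from the data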;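 further: 0% = DMSO wells and 100% = wells with excess untagged CBFb-SMMHC; inhibitors lower the FRET ratio by blocking Runt binding to CBFb-SMMHC; some results filed as inactive read as strong as hits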
Target sequence (Q01196 whole entry, looked up): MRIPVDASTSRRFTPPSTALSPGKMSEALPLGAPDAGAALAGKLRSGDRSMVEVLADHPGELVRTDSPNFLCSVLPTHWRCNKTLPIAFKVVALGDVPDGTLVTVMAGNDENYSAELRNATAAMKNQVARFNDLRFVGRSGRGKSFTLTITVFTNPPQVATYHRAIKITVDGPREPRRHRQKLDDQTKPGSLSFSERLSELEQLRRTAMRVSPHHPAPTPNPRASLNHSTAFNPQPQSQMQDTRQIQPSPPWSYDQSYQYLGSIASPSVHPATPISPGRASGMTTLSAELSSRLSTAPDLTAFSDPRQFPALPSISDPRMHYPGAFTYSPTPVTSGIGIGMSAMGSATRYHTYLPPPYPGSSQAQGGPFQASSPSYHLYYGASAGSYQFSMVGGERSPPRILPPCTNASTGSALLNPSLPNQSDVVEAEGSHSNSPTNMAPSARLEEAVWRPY
Target sequence (Q13951 whole entry, looked up): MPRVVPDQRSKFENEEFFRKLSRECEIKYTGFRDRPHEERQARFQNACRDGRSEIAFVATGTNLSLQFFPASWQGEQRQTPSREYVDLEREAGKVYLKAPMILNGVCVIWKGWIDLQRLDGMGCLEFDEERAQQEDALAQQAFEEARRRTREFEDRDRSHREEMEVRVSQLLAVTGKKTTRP
* hit, by the source's call; x = not tested or not shown. This is a random part of the collection. About 5.9% of those tested had a hit in this group.

SMILES	Mdm2 ligase inh	PPC-1+TRAIL kill	p47phox inh	EBV gp42 inh	CHOP inhibitor	TNF death inh	TRPML3 agonist	TRPN1 ag	Runt-SMMHC FRET
COc1ccc(/C=C/C(=O)NC(=S)NNC(=O)Cc2cccs2)cc1OC	-4	12	-4	-10	51	-1.4	-1.1	-2.1	2
COc1ccc(-c2ccnc(-c3ccc(OCCCF)cc3)n2)cc1	6	13	-12	-6	71*	-14	0.4	-0.8	-2
Cc1ccc(/C=C/C(=O)Nc2nc3ccccc3[nH]2)cc1	-17	40	2	-5	32	3.3	0.6	0.3	1
Nc1nc2n(n1)C(c1ccccc1Cl)CC(c1ccc(F)cc1)N2 (centres undefined)	-5	-23	-20	-9	29	0.9	1.1	5.0	-1
COc1cccc(NC(=O)CNC(=O)c2ccc(OC)c(OC)c2)c1	-19	24	-5	-16	-17	1.1	0.5	0.3	-5
CC1=NN(c2ccccc2)C(=O)/C1=C\c1ccc(Oc2ccc([N+](=O)[O-])cc2[N+](=O)[O-])cc1	-5	1	-1	0	28	-3.7	-0.9	0.4	4
Cc1nnc(SCC(=O)N2CCN(Cc3ccccc3)CC2)s1	-10	-8	-24	-11	26	0.3	1.0	1.2	2
Oc1ccc(N=Nc2n[nH]c(-c3ccc(Br)cc3)n2)cc1	-2	-2	-12	3	66	-0.4	-0.1	-0.8	-5
CCN(C(=O)CN1CCN(c2ccccc2F)CC1)c1c(N)n(Cc2ccccc2)c(=O)[nH]c1=O	4	10	-10	-13	1	0.6	1.0	0.4	5
N#Cc1cc(N2CCOCC2)nc2ccccc12	-13	16	-5	-2	31	-3.0	-0.5	-1.7	40
CNC(=O)CCc1[nH]c2ccccc2c1Sc1ccccc1	-5	6	34*	6	15	-0.5	-0.1	2.3	2
COCC(=O)Nc1nnc(-c2ccc(C(C)(C)C)cc2)s1	-17	44	0	2	16	0.2	5.5	7.3	-18
O=c1c2ccccc2c2ccccc2c(=O)n1CC1CCCO1 (centres undefined)	-2	-9	-3	-13	36	-5.3	-0.8	-1.1	2
COC(=O)c1cc(=O)nc2sc3cc(OC)ccc3n12	-1	19	-6	-19	14	-1.6	0.4	4.2	1
Cn1c(-c2ccc3nc(N)sc3c2)nc2cc(N)ccc21	-10	13	2	-31	17	-2.0	1.4	3.1	2
O=C(CN1CCc2ccccc21)NCc1ccccc1Cl	-14	5	-3	0	4	2.8	0.3	-0.7	4
COc1ccccc1C(=O)N(Cc1cccs1)C1CCS(=O)(=O)C1 (centres undefined)	-7	9	-5	-13	25	0.4	0.2	-0.1	5
Cc1cc(NC(=O)c2ccc([N+](=O)[O-])cc2)n(C)n1	-13	19	-9	-11	6	0.6	1.3	0.7	0
C/C(CC(=O)Nc1ccc(Cl)c(Cl)c1)=N\NC(N)=S	-26	1	0	-27	-17	-10	-0.8	0.7	-1
CC(C)[C@H](CN(N=O)[C@@H](Cc1ccccc1)CN(C)N=O)N(CCc1ccccc1)N=O	x	16	-8	-5	15	0.5	0.6	-0.7	-4
CC(C)N(C)CCOC(=O)C1COc2ccccc2O1 (centres undefined)	-8	-2	-7	-10	0	2.3	1.2	1.2	0
Cc1ccc(S(=O)(=O)[N-]c2nc3ccccc3nc2-n2cc[n+](CCC(C)C)c2)cc1	-10	-3	-11	-6	30	-2.2	-0.6	0.5	32
COc1ccc(OC)c(S(=O)(=O)N2CCC(C(=O)N(C)Cc3ccccc3)CC2)c1	-4	18	4	-3	18	-1.9	1.0	1.0	0
CC1CN(C(=S)SCCN2C(=O)CCC2=O)CC(C)O1 (centres undefined)	6	15	-1	-16	3	0.0	0.5	1.2	1
CCC(=O)Oc1ccc(C(CC)C(CC)c2ccc(OC(=O)CC)cc2)cc1 (centres undefined)	x	13	1	-8	38	4.1	0.1	-0.1	-3
C=C(C)C(=O)N1CC2(CC(c3cccc(NC(=O)CC(c4ccccc4)c4ccccc4)c3)=NO2)C[C@H]1C(N)=O (some centres undefined)	-15	-13	-2	0	12	-7.7	x	x	-3
CC(C)[C@H](NC(=O)c1ccccc1)C(=O)OCc1nc2scc(-c3ccccc3)c2c(=O)[nH]1	8	5	-17	-16	53	0.6	1.2	5.0	-1
COc1cc(C(CC(=O)N2CCCC2)c2c(OC)cc(OC)c3ccc(=O)oc23)cc(OC)c1OC (centres undefined)	11	8	-15	-12	-5	1.0	x	x	15
CCCSc1nnc2n(-c3ccccc3OC)c(=O)c3c4c(sc3n12)CCC4	5	34	-5	-13	42	-1.0	0.3	-1.1	3
Nc1ccc(C(=O)Nc2ccc3nc(-c4ccncc4)[nH]c3c2)cc1	-3	17	9	1	5	0.1	0.5	0.8	8

An excerpt from above in order of count of non-hydrogen atoms, largest number first:
SMILES	Mdm2 ligase inh	PPC-1+TRAIL kill	p47phox inh	EBV gp42 inh	CHOP inhibitor	TNF death inh	TRPML3 agonist	TRPN1 ag	Runt-SMMHC FRET
C=C(C)C(=O)N1CC2(CC(c3cccc(NC(=O)CC(c4ccccc4)c4ccccc4)c3)=NO2)C[C@H]1C(N)=O (some centres undefined)	-15	-13	-2	0	12	-7.7	x	x	-3
CCC(=O)Oc1ccc(C(CC)C(CC)c2ccc(OC(=O)CC)cc2)cc1 (centres undefined)	x	13	1	-8	38	4.1	0.1	-0.1	-3
C/C(CC(=O)Nc1ccc(Cl)c(Cl)c1)=N\NC(N)=S	-26	1	0	-27	-17	-10	-0.8	0.7	-1

More compounds:
SMILES	Mdm2 ligase inh	PPC-1+TRAIL kill	p47phox inh	EBV gp42 inh	CHOP inhibitor	TNF death inh	TRPML3 agonist	TRPN1 ag	Runt-SMMHC FRET
CC1(C)Cc2c(c(-c3ccco3)nc3sc4c(NCC5CCCO5)ncnc4c23)CO1 (centres undefined)	-13	20	-30	-37	95*	-2.6	0.9	0.6	25
Nc1nnc(SCc2cn3cc(Cl)ccc3n2)s1	-12	4	4	4	6	0.1	1.1	1.9	-1
COc1ccc(N(C(=O)c2ccc(C)cc2)S(=O)(=O)c2cccs2)cc1	-3	11	-26	-5	13	4.2	-0.6	-1.4	6
CCOC(=O)C1CCN(C(=O)C(C)Oc2ccc(Br)cc2)CC1 (centres undefined)	-6	7	6	-7	7	-1.3	1.8	2.2	6
COc1cc(OC)cc(C(=O)Nn2cc(C(=O)Nc3c(F)cccc3F)c3ccccc3c2=O)c1	2	7	-37	8	22	-4.4	-0.4	0.2	-1
COc1ccc(/C=C(\NC(=O)/C=C/c2ccco2)C(=O)NCCc2nc3ccccc3[nH]2)cc1	x	9	-4	-17	1	1.8	1.3	1.4	2
C=CC[n+]1c(-c2ccc(OC)c(OC)c2)csc1NNC(=O)Nc1ccccc1	-13	11	-6	-12	57	-5.0	-0.2	-1.4	-14
COc1ccccc1OCCC(=O)OCC(=O)c1[nH]c(C)c(C(C)=O)c1C	-7	19	-6	3	-5	-3.7	1.9	1.4	1
O=C1c2cccc3c(Cl)ccc(c23)C(=O)N1O	-11	8	7	11	37	1.4	-1.0	-1.7	-3
CCCCNc1cc(=O)n(C)c(=O)[nH]1	-10	21	0	3	-23	0.4	0.6	1.3	3
CC(C)(C)NC(=O)C(=O)N/N=C/c1cccs1	-11	23	4	-10	1	-1.0	1.0	0.6	-1
COc1cccc(CNC(=O)CCS(=O)(=O)c2cccs2)c1	-10	-3	-3	-15	-27	0.1	-0.1	-1.4	-1
CCOC(=O)c1[nH]c(C)c(C(=O)OCCOc2cccc(C)c2)c1C	-7	10	3	-13	18	2.2	0.2	0.6	-6
CCCCc1c(C)[nH]c(C(=O)OCC)c1C	-5	-5	4	4	-8	-4.4	0.9	0.3	0
Cc1cccc(N2NC(=O)/C(=C/c3ccc(-c4ccc(Cl)c(C(=O)O)c4)o3)C2=O)c1	-25	31	-32	5	-3	-0.6	0.4	0.6	7
O=C(COS(=O)c1ccccc1)Nc1cc(Cl)ccc1N1CCOCC1 (centres undefined)	-8	45	-8	-3	38	-1.1	-0.1	-3.3	-7
CCC(C)Sc1nc2c(cnn2-c2ccccc2)c(=O)[nH]1 (centres undefined)	-1	23	-7	-21	78*	0.0	0.3	0.1	-4
CCC(C)(C(=O)NC1CCCC1)N(Cc1cccs1)C(=O)c1ccc2c(c1)OCO2 (centres undefined)	-1	23	-4	3	1	-0.1	0.4	-0.8	3
O=C(NNC1CC(=O)N(c2ccc3c(c2)OCCO3)C1=O)c1ccc(Cl)cc1 (centres undefined)	-10	x	-8	7	-1	-0.3	0.2	0.5	-2
Cc1ccc(C)n1-c1c(C(=O)NN)cnn1-c1ccccc1	0	22	3	1	2	-0.3	0.9	0.6	1
O=C(NC1(C(F)(F)F)NC(=O)N(C2CCCC2)C1=O)C1CC1 (centres undefined)	1	2	-6	-12	25	-1.5	0.4	1.3	0
N#C/C(=C\c1ccc(-c2ccc(C(=O)O)cc2)o1)C(=O)NCC1CCCO1 (centres undefined)	-6	5	-10	-14	0	2.6	1.7	-0.5	29
Cc1cccc(NC2=NC3(CCCCC3)N=C(N)N2)c1C	-7	10	-7	-20	18	-2.5	0.2	2.0	-1
CCOc1cc(/C=N\NC(=O)CC(=O)NCCc2ccccc2)ccc1O	-9	8	5	4	4	1.2	0.8	-0.4	-1
COC(=O)c1sc2[nH]c(=S)n(N)c(=O)c2c1C	-5	4	-11	3	9	1.9	0.9	0.0	9
Cc1ccc2[nH]c(=O)c(N3CCOCC3)c(-c3ccccc3)c2c1	-20	-28	-12	-8	76*	-1.8	-0.3	-0.8	-2
Cn1c(C(=O)NCCN2CCOCC2)cc2c(=O)n(C)c3ccccc3c21	-12	19	2	-26	-9	1.0	0.3	0.9	-1
COc1cccc(C(=O)/C=C/c2ccc(OCC#N)c(OC)c2)c1	-3	8	-18	-5	-178	-1.9	0.2	-0.7	-7
O=C(O)CSc1nc2c(cnn2-c2ccccc2)c(=O)n1-c1ccc(Br)cc1	-7	1	3	-6	0	0.8	0.9	0.4	0
O=C(Nc1ccc(S(=O)(=O)NC2CCCCC2)cc1)c1ccc(Br)o1	8	13	-12	0	83*	-1.8	-0.3	-0.1	-6

High-throughput results as filed in PubChem BioAssay.
